FXIa inh: inhibitors of human coagulation factor XIa. P03951. 220,000 compounds, 0.14% hits. inhibition, % at 5 µM. purified FXIa, Boc-Glu-Ala-Arg-AMC fluorogenic substrate;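 active = inhibition of at least 40%; inactive = inhibition below 40%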;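 note: fluorescence of freed AMC excited at 355 nm; 0% = enzyme without compound and 100% = no enzyme blank; many of its hits are not listed in these tables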
PERK inh: inhibitors of human PERK kinase. Q9NZJ5. CHO PERK-DD fusion, SEAP luminescence translation reporter. 220,000 compounds, 0.17% hits. inhibition, % at 5.6 µM. AID 1416;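 active = inhibition above the mean inhibition of all tested compounds plus 3 SD, set separately per screening campaign, cut at about 2.9% in these data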;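 note: PERK kinase domain activated by AP20187 dimerizer at 100 nM; 0% = DMSO with dimerizer and 100% = rapamycin at 8.4 µM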
Target sequence (Q9NZJ5 whole entry, looked up, the tested form may be a part): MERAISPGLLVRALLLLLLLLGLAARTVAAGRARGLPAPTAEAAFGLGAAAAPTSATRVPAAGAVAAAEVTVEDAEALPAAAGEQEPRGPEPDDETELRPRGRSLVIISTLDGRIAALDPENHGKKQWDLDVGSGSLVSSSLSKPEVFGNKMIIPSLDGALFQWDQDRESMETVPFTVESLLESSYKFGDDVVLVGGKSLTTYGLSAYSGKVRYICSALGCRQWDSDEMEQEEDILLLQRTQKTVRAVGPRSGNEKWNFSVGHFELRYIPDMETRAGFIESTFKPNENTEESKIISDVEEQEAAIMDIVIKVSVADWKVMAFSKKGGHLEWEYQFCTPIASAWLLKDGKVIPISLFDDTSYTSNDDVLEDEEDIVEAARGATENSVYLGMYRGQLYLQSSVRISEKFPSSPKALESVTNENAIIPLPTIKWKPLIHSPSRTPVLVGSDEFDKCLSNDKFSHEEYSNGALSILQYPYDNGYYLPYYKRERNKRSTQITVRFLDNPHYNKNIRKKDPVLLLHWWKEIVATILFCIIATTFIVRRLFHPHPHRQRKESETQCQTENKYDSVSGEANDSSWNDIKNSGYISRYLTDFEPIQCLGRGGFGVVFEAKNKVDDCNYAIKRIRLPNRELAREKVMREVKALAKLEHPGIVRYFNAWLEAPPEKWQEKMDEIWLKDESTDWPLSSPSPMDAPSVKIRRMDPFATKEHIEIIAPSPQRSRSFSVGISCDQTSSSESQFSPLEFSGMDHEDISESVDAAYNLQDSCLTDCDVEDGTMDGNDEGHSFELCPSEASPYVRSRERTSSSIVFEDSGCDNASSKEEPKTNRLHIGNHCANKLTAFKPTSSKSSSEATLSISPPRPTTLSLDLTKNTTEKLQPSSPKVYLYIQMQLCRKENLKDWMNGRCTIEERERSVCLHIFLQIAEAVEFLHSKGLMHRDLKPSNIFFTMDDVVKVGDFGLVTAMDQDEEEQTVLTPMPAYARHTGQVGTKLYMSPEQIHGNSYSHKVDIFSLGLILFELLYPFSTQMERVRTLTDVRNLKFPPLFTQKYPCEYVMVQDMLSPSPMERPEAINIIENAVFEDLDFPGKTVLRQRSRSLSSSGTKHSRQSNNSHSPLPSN
FXIIa inh: inhibitors of human coagulation factor XIIa | P00748 | inhibition, % at 5 µM | AID 800 | 220,000 compounds, 0.3% hits | purified FXIIa, Boc-QGR-AMC fluorogenic substrate, 2 h; in the data active = inhibition above about 40%;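 note: 0% = enzyme with no compound and 100% = blank without enzyme; many of its hits are not listed in these tables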
thrombin 1536: inhibitors of human thrombin; alpha-thrombin, Boc-VPR-AMC fluorogenic substrate cleavage; 220,000 compounds, 0.26% hits; inhibition, % at 5 µM; P00734;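 active = inhibition at or above 40%; inactive = inhibition below 40%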;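 note: 0% = enzyme with no compound and 100% = wells without enzyme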
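System: Human alpha-thrombin protein | Medium: pH 7.5 Tris (50 mM) with NaCl 150 mM, Tween 20 0.05% | Times: Enzyme reaction carried out at room temperature | Detection: AMC fluorescence, 355/460 nm | Evaluation: Percent inhibition scaled between no-compound controls and no-enzyme blanks | Benchmarks: Enzyme without compound as high, wells lacking enzyme as low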
hK5 inh: inhibitors of human kallikrein 5; Q9Y337; 210,000 compounds, 0.59% hits; inhibition, % at 5 µM; AID 873; recombinant hK5, fluorogenic AMC substrate cleavage;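 active = inhibition of 40% or more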;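 note: 0% = enzyme controls without compound and 100% = no-enzyme blanks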
KCC2 mod: modulators of human KCC2 chloride dependent transport; Q9H2X9; KCC2 cells, thallium flux FluoZin-2 fluorescence; B-score of Tl+ flux slope (higher = more flux/activation; lower = inhibition) at 10 µM; 190,000 compounds, 2.2% hits;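 active = thallium flux slope and its plate-corrected score both differing from the plate sample mean at a set confidence after two filtering rounds, in either direction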;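 note: slope of fluorescence scaled to starting intensity during 10 to 20 s after thallium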
Furin inh: inhibitors of human furin; P09958; purified furin, fluorogenic substrate cleavage; inhibition, % at 30 µM; 220,000 compounds, 0.061% hits; in the data active = inhibition above about 25%; note: inactives centre near -15
p97 ATPase inh: inhibitors of human p97 ATPase; 220,000 compounds, 0.42% hits; inhibition, % at 8 µM; recombinant p97 ATPase, Kinase-Glo ATP luminescence, 3 h; AID 1481; in the data active = inhibition above about 15%;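 note: 0% = DMSO vehicle and 100% = wells lacking enzyme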
Wee1 degr inh: human Wee1 degradation inhibition, primary screen | P30291 | HeLa Luc-Wee1K328M stability, luciferase luminescence; 100% = proteasome inhibitor MG132 effect | reporter increase, % at 5 µM | 220,000 compounds, 1.2% hits | AID 1321;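 active = activation above the mean of all tested compounds plus 3 SD, set per screening run, cut at about 8.8% in these data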;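 note: cells exposed to compound for 20 h before luminescence read; 0% = DMSO alone and 100% = MG132 at 30 µM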
Active calls of the source: *; nt = no result given; [ ] = dose if it differs, or a comment.

The line under a structure holds: p97 ATPase inh, hK5 inh, Furin inh, thrombin 1536, FXIa inh, PERK inh, KCC2 mod, Wee1 degr inh, FXIIa inh
> CCOP(=O)(OCC)C(O)c1cccc([N+](=O)[O-])c1 (stereo unspecified)
  6, -4, -25, -23, -8, 0.8, 0.0018, 3, 5
> CN1CCN(c2ccc(C(N)=O)cc2N)CC1
  -3, -25, -24, 2, -10, 0.3, 1.2, 0, 4
> CNC(=O)OCCc1nccn1C
  11, -15, -15, -2, 5, 0.8, -0.063, 0, 14
> O=c1[nH]c(=S)[nH]c(O)c1N=Nc1ccc(S(=O)(=O)N2CCOCC2)cc1
  7, -10, -1, -6, 3, 0.8, 1.2, 0, 3
> COc1ccc(P2(=O)Nc3ccccc3N2)cc1
  -28, -7, -32, -7, -11, -0.7, nt, 0, -4
> CC1(C)C2CC=C(CN3CCOCC3)C1C2 (stereo unspecified)
  0, 7, 5[20 µM], 7, 6, 0.6, -0.011, -1, 0
> O=C(CSC1c2ccccc2-c2ccccc21)N/N=C/c1ccc(C(=O)O)cc1
  7, -6, -32, -12, -3, 1.4, -0.065, 4, 4
> O=P(OCC(F)(F)C(F)F)(N1CCOCC1)N1CCOCC1
  2, -14, -21, -10, -2, 1.2, nt, 0, 2
> CN1C(=O)C(=Cc2ccc(SC3CCCCC3)o2)C(=O)N(C)C1=O
  2, -14, -18, 1, 1, 3.0*, 0.24, -1, 5
> O=c1c2ccccc2nc(/C=C\c2ccccc2[N+](=O)[O-])n1-c1ccccc1O
  6, 1, -12, -1, 2, -1.9, -0.12, 0, 10
> O=C(COc1ccccc1)N1CCN(CCN2C(=O)c3cccc4cccc(c34)C2=O)CC1
  -1, -16, -29, 2, -4, -0.8, -1.1, -4, 3
> CC(=O)c1c(C)n(Cc2ccccc2Cl)c2ccc(O)cc12
  0, -4, -13, -9, -7, 0.1, 1.4, 0, 11
> CSc1ccccc1C(=O)C1CCCN(Cc2ccn[nH]2)C1 (stereo unspecified)
  4, 1, -19, -10, 9, 0.5, 0.15, 1, 13
> CCOC(=O)c1c(NC(NC(=O)CF)C(Cl)(Cl)Cl)sc2c1CCCC2 (stereo unspecified)
  4, -1, -17, -17, 3, 0.5, -0.07, -2, 5
> O=c1cccc2n1CC1CC2CN(Cc2ccc3c(c2)OCO3)C1 (stereo unspecified)
  -1, nt, -5, nt, nt, 0.4, nt, -4, nt

2 of the compounds above, as tab-separated lines.
compound	p97 ATPase inh	hK5 inh	Furin inh	thrombin 1536	FXIa inh	PERK inh	KCC2 mod	Wee1 degr inh	FXIIa inh
O=C(COc1ccccc1)N1CCN(CCN2C(=O)c3cccc4cccc(c34)C2=O)CC1	-1	-16	-29	2	-4	-0.8	-1.1	-4	3
CC(=O)c1c(C)n(Cc2ccccc2Cl)c2ccc(O)cc12	0	-4	-13	-9	-7	0.1	1.4	0	11

Later entries.
The line under a structure holds: p97 ATPase inh, hK5 inh, Furin inh, thrombin 1536, FXIa inh, PERK inh, KCC2 mod, Wee1 degr inh, FXIIa inh
> O=C(C1CCC(=O)N1Cc1ccc(F)cc1)N1CCC2(CC1)OCCO2 (stereo unspecified)
  4, 2, -9, 0, -2, 0.9, 0.0011, -2, -2
> CN1C2CCC1CC(OC(=O)c1ccc([N+](=O)[O-])cc1)C2 (stereo unspecified)
  4, -20, -13, 0, 5, 0.9, 0.86, 13*, 6
> CN1CCC(OC(=O)C2c3ccccc3Oc3ccccc32)CC1
  -1, 4, -6[20 µM], 4, 4, -1.9, -1.2, -1, 12
> O=c1cccc2n1CC1CC2CN(c2nc(N3CCCCC3)nc(N3CCCCC3)n2)C1 (stereo unspecified)
  1, -5, -17, 1, -2, 0.6, nt, 0, -2
> O=c1[nH]c(=S)[nH]c(O)c1N=Nc1cccc(S(=O)(=O)N2CCOCC2)c1
  10, 0, 8, 2, 4, 0.9, -1.4, 3, 12
> CN(C)C(Cc1ccccc1)C(=O)c1ccccc1 (stereo unspecified)
  4, -3, -21, -7, 2, -0.8, -2.1, 0, 2
> OC(Cc1ccccc1)(c1ccccc1)C1CN2CCC1CC2 (stereo unspecified)
  2, 7, -18[20 µM], 1, 6, -2.3, 0.028, 3, 21
> NCCCCCC(=O)OC1N=C(c2ccccc2Cl)c2cc(Br)ccc2NC1=O (stereo unspecified)
  -1, -16, -26, -1, -8, 0.3, 0.16, 1, -1
> CC(=O)OC1(c2ccccc2)CC(C(C)(C)C)CN(C(C)(C)C)C1 (stereo unspecified)
  -2, -13, -23, -5, 1, -1.0, 0.13, 14*, 3
> O=C1CC(N2CCC(n3c(=O)[nH]c4ccccc43)CC2)C(=O)N1Cc1ccccc1 (stereo unspecified)
  -7, -8, 3[20 µM], -12, -11, -1.8, nt, -2, -1
> CCCCn1c(O)c(C(C)=NCCN2CCCCC2)c(=O)[nH]c1=O
  4, -16, -12, -3, 5, 0.0, nt, -1, 10
> Cc1ccccc1N1C(=O)CC(=O)NC1=O
  3, -1, -19[20 µM], 2, 14, 0.2, 0.17, 5, 20
> CC(C)Oc1cc(-n2c(=S)[nH]c3ccccc3c2=O)c(Cl)cc1Cl
  3, -54, -11[20 µM], 4, 4, -1.1, nt, 3, 12
> Cn1c(O)c(C=Nc2ccccc2-c2ccccc2)c(=O)n(C)c1=O
  2, -8, -21, -7, -8, -0.6, -1.2, -3, -2
> Cc1ccsc1C(=O)C1CCCN(Cc2c(C)nn(C(C)C)c2C)C1 (stereo unspecified)
  3, nt, -13, -1, -1, 2.2, 1.2, -2, 5
> CC(=O)OC1N=C(c2ccccc2Cl)c2cc(Br)ccc2N(C)C1=O (stereo unspecified)
  1, 1, -16, -2, 3, 0.1, 0.28, 8, 8
> C=CCn1c(O)c(C(C)=NCCC(c2ccccc2)c2ccccc2)c(=O)[nH]c1=O
  -6, 38, -19, 20, 4, 0.4, 0.63, 3, 14
> COc1cccc(N2C(=O)NC(=O)/C(=C/c3ccc4c(c3)Cc3ccccc3-4)C2=O)c1
  1, -14, -33, 3, -8, 0.3, -2.5, -1, 1
> CCn1c(O)c(C=Nc2ccc(S(N)(=O)=O)cc2)c(=O)[nH]c1=S
  -3, -20, -3, -11, -2, 0.1, 1.8, -2, -2
> Cc1cccc2c1N(N=O)CCC2
  2, 2, -17, 1, 4, 0.7, 0.51, 5, 10
> O=C(Cn1c(=O)c(C(F)(F)F)nc2ccccc21)N1CCC2(CC1)OCCO2
  1, -12, -29, -6, -6, 0.4, 0.34, 2, 4
> CCN(CC)c1ccc(CN2CC=C(c3ccc(F)cc3)CC2)cc1
  -3, -1, -15[20 µM], 3, 0, -0.9, 0.44, 0, 8
> COc1ccc(-n2c(O)c(C=NCCCn3ccnc3)c(=O)[nH]c2=O)cc1
  -3, -7, -4[20 µM], -5, -6, -0.1, 0.65, -2, 4
> COC(=O)CN1C(=O)C2(C(C(=O)OC)=C(N)Oc3ccccc32)C2=C1CC(C)(C)CC2=O (stereo unspecified)
  3, 2, -19[20 µM], -5, -27, -1.4, nt, -1, 2
> O=C(Cc1ccccc1)OCn1nnc2ccccc2c1=O
  6, -5, -8[20 µM], 20, 22, -0.5, -0.61, -2, 29
> CC(=O)c1cc(C#N)c(N2CCN(C)CC2)nc1C
  5, -23, -28, -3, -4, 0.5, 0.0034, 0, -7
> Cc1ccc(C2CC(=O)C(C=NCCN3CCN(C(=O)Cc4ccccc4)CC3)=C(O)C2)cc1 (stereo unspecified)
  -2, -1, -17, -2, -7, -1.4, -0.59, -1, -9
> N/C(=N\[N+](=O)[O-])N/N=C/c1ccc(O)cc1
  1, -21, 6[20 µM], -1, -2, 1.8, nt, 0, 7
> O=S(=O)(c1ccc(Cl)cc1Cl)N1CCCC1c1cccnc1 (stereo unspecified)
  -8, -2, -14, -9, -2, -1.2, 0.64, -1, 3
> Cc1ccc2c(c1)C(c1ccccc1)NCC(=O)N2 (stereo unspecified)
  -6, 12, -2, -4, -11, 0.6, 0.4, -3, -2
> CC(C)Cc1nc(N2CCNCC2)c(C#N)c2c1CCC2
  6, -7, -20, 4, 9, -0.4, -0.36, -1, 6
> O=C(c1cc(C(=O)NCc2ccccc2)c(=O)n(Cc2ccccc2)c1)c1cc(Br)ccc1O
  3, -7, -4, -2, 8, 1.2, -0.84, -1, 10
> CCOC(=O)c1c(C)n(COCCO)c2ccc(O)cc12
  -5, 5, -4, 8, 19, -0.1, 0.43, 2, 30
> CN1CCN(C(=S)SCC(=O)Nc2ccc(Cl)cc2C(=O)c2ccccc2)CC1
  -2, -15, -12, 2, 5, -0.9, -0.88, 1, 9
> O=c1c2ccccc2nc(-c2ccc(Cl)cc2Cl)n1-c1nccs1
  3, -8, -25, 2, 4, 0.0, -1.6, 3, 10
> CCCOP(=O)(O)c1c([N+](=O)[O-])cc(C(F)(F)F)cc1[N+](=O)[O-] (tested in a mixture with another compound)
  4, 0, -9[20 µM], 0, -4, 1.2, 0.47, 0, 10
> Nc1ccccc1N=Cc1c(O)n(CCC2=CCCCC2)c(=O)[nH]c1=O
  -9, 1, -12, 2, 5, 0.7, -1.2, 4, 2
> Cc1ccc(OCC(=O)N2CCN(CC3CC4C=CC3C4)CC2)cc1 (stereo unspecified)
  -1, 2, -14, 1, 5, -0.4, nt, 1, 5
> CCC1(c2ccccc2)C(=O)N(C)C(=O)N(C)C1=O
  0, -2, -10[20 µM], -6, -11, -0.6, 0.46, -1, -11
> COc1ccc2oc3c(c2c1)NC(=O)CN=C3c1ccccc1
  5, -4, -10, 1, -4, -0.5, 0.77, -1, 1
> CCC(=NCc1ccco1)c1c(O)n(-c2ccc(C)cc2)c(=O)[nH]c1=O
  -5, 4, -6[20 µM], 3, 3, -1.0, nt, 0, 1
> CC1CN(O)C2CCc3nonc3C12O (stereo unspecified)
  1, 0, -12, 2, 5, 0.3, 1.1, 0, 11
> O=c1[nH]c(=O)n(Cc2ccco2)c(O)c1C=NCCN1CCNCC1
  6, 2, -30, -8, 4, 1.9, 0.28, -1, 3
> CCN1CCC2(CCNC2)C1 (stereo unspecified)
  0, -2, -25, -7, -11, 0.3, -0.41, -3, 0
> C=C(c1ccccc1)P(=O)(O)O
  -1, -4, -5, 2, 5, 0.1, 0.63, 3, 4
> CCOCCCn1c(N)c(C(=O)Nc2sc3c(c2C(=O)OC)CCCC3)c2nc3ccccc3nc21
  8, -17, -13, -2, -2, -0.9, nt, -2, 6
> Nc1nnc(CCN2CCCCC2)s1
  3, -17, -25[20 µM], -5, -3, 0.6, -1.2, -3, 2
> CCOc1ccc2oc(C(=O)NN3C(C)CCCC3C)c(C)c2c1 (stereo unspecified)
  0, -5, -14, -9, -2, 0.3, -0.85, 2, 1
> CCOc1ccccc1N=C1SCCCN1C
  7, -12, -15, -4, 2, 0.3, 1.5, -2, 25
> CCCCS(=O)(=O)N1CCN(C(=N)N[N+](=O)[O-])CC1
  0, -22, -14, -1, 0, 0.0, 0.51, -1, -1
> CC(C)C(=O)N1CCN(CCN=Cc2c(O)n(C)c(=O)n(C)c2=O)CC1
  3, 0, -17, -1, 1, 0.7, -0.0049, 6, 11
> FC(F)(F)C1=NC(C(F)(F)F)=NP(N2CCOCC2)(N2CCOCC2)=N1
  3, 2, -2, 3, 0, 0.5, 0.6, -3, 16
> N#Cc1ccccc1Cn1cc(C(=O)c2ccccc2F)c2ccccc21
  8, -6, -15, -4, 7, 0.4, -0.27, -2, 7
> O=C(O)C(Cc1cnc[nH]1)NS(=O)(=O)c1ccc(Cl)cc1 (stereo unspecified)
  -1, -12, -3, -7, 9, -0.2, 0.79, 3, 8
> CC(ON1CC1(C(F)(F)F)C(F)(F)F)(C(N)=O)C(N)=O (stereo unspecified)
  -4, -18, -8, -12, -2, 0.7, 0.61, -3, 7
> COc1c(C)cc(C(=O)C2CCCN(C3CCOCC3)C2)cc1C (stereo unspecified)
  1, 16, -12, 0, 4, 0.3, -0.22, 6, 9

From PubChem BioAssay

A portion of the library. The share of hits here may be higher or lower than overall.
